OXTR agonist: agonists of human oxytocin receptor; AID 2435; activation, % at 3 µM; CHO-OTR cells, Fluo-8 calcium fluorescence; normalized: DMSO 0%, oxytocin 100%; 320,000 compounds, 0.32% hits; P30559;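 active = activation above the mean of all tested compounds plus 3 SD, cutoff set per screening run, cut at about 20% in these data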;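 also: peak over basal fluorescence ratio from a 100 s FLIPR kinetic read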
Target sequence (P30559 whole entry, looked up): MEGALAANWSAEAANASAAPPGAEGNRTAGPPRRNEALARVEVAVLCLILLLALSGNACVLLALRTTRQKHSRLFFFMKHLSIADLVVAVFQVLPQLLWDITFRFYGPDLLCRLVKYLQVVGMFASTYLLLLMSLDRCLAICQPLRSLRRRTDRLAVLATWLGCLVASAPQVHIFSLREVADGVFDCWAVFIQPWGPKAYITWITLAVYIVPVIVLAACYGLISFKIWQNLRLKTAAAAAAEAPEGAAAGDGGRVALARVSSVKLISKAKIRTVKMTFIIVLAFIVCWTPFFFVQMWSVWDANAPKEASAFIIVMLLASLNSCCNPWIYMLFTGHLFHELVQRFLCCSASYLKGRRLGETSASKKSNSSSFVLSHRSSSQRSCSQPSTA
CHO-K1 Ca antag: M1 antagonist counterscreen hit in parental CHO-K1 cells. ATP-induced calcium, Fluo-8 fluorescence. inhibition, % at 3 µM. 360,000 compounds, 0.6% hits. AID 602250;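 active = inhibition above a per-plate cutoff, the plate's mean sample inhibition plus 3 SD, cut at about 24% in these data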;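 also: 0% = DMSO plus EC80 ATP and 100% = DMSO alone without ATP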
V1R ag counter: activates human V1a receptor in oxytocin agonist counter-screen; P37288; CHO-V1R cells, Fluo-8 calcium fluorescence, agonist mode; 0% DMSO, 100% 3 nM vasopressin; activation, % at 3 µM; 320,000 compounds, 0.25% hits; AID 2797;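 active = activation above the mean activation of all tested compounds plus 3 SD, per screening run, cut at about 20% in these data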;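 also: signal is peak over basal fluorescence ratio across a 100 second FLIPR read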
M1 PAM parental: nonselective activator or artifact in parental CHO-K1 calcium assay. 360,000 compounds, 0.02% hits. ATP EC20, Fluo-8 calcium fluorescence; 0% at ATP EC20, 100% at ATP max. activation, % at 3 µM;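 active = activation above the run cutoff, the mean activation of all test compounds plus 3 SD, cut at about 40% in these data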;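 also: peak over basal fluorescence ratio in a 140 s read after ATP addition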
OXTR potentiator: potentiates the human oxytocin receptor response | CHO-OTR cells, Fluo-8 calcium fluorescence, potentiator mode; 0% = oxytocin EC15, 100% = EC100 | activation, % at 3 µM | 320,000 compounds, 0.061% hits | AID 2445;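 active = activation above that plate's cutoff, the mean activation of tested compounds plus 3 SD, cut at about 6.6% in these data, passing the limit was not always enough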;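 also: 100% uses oxytocin at 75 nM as the full agonist control; some results filed as inactive read as strong as hits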
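Assay system: CHO-OTR cells, human receptor / Also added: oxytocin at about EC15, sub-maximal agonist stimulus / Dosing: single dose, 3.0 µM nominal final compound concentration / Incubation: 6 min pre-incubation, 100 s read / Technique: Fluo-8 calcium dye fluorescence / Read-out: % activation vs EC15 and EC100 oxytocin / Benchmarks: EC15 oxytocin low, 75 nM oxytocin high / Replicates: singlicate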
GPR7 antag: antagonists of human GPR7 (neuropeptides B/W receptor 1); inhibition, % at 4.4 µM; GPR7-expressing cells, fluorescence antagonist assay; P48145; 290,000 compounds, 1.1% hits; in the data active = inhibition above about 16%, passing the limit was not always enough;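 also: cells stimulated with the agonist NPW; 0% = agonist with vehicle and 100% = vehicle without agonist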
Target sequence (P48145 whole entry, looked up): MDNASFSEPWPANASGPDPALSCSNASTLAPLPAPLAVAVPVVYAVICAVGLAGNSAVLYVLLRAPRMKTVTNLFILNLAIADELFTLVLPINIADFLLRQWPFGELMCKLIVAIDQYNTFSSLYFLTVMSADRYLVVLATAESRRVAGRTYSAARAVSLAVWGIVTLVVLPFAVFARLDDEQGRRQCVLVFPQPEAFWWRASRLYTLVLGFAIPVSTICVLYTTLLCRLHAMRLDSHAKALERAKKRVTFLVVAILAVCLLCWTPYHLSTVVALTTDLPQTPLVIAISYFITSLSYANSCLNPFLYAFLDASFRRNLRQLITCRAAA
CHO parental Ca: counter-screen: ATP calcium response change in parental CHO cells; AID 463079; 330,000 compounds, 0.63% hits; parental CHO-K1, ATP-induced calcium, Fluo-8 fluorescence; inhibition, % at 5.6 µM;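 active = inhibition above that plate's mean sample inhibition plus 3 SD, cut at about 26% in these data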;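 also: 0% = ATP-challenged DMSO wells and 100% = DMSO wells without ATP; some compounds past the cut are filed as inactive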
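Test system: untransfected parental CHO cell line. Compound: one dose, 5.6 µM nominal. Detection: intracellular calcium via Fluo-8 no-wash fluorescent dye. Measure: % inhibition. Benchmarks: ATP-challenged DMSO wells low, unchallenged DMSO wells high.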
CHO-K1 Ca ag: counter-screen for M1 agonists: effect in parental CHO-K1 cells; Fluo-8 calcium fluorescence; scaled to maximal ATP response, vehicle zero; activation, % at 3 µM; 360,000 compounds, 0.48% hits; in the data active = activation above about 15%;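 also: untransfected CHO-K1 host cells lacking M1 receptor as counterscreen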
TAAR1 antagonist: antagonists of human TAAR1; Q96RJ0; CHO RD-HGA16 TAAR1, Fluo-8 calcium fluorescence, antagonist; inhibition, % at 3 µM; 360,000 compounds, 1.5% hits;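 active = inhibition above a per-plate cutoff, the mean inhibition of test compounds on that plate plus 3 SD, cut at about 49% in these data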;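 also: 0% = DMSO plus EC80 beta-PEA response and 100% = DMSO alone without agonist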
Target sequence (Q96RJ0 whole entry, looked up): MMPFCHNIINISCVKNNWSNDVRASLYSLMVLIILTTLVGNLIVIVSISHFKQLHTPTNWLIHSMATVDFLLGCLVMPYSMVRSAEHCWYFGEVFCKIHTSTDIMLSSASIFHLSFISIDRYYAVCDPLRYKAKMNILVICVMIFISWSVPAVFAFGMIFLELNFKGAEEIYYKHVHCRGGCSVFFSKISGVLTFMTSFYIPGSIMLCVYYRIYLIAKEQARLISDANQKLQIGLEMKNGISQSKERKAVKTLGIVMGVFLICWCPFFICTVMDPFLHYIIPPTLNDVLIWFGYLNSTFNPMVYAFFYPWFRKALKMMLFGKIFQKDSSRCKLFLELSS
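Test system – hTAAR1-expressing CHO RD-HGA16 cells, Gα16-coupled · Also added – β-PEA at EC80 concentration, post-compound challenge · Compound – 3 µM, single point · Incubation – dye loading 75 min at 37 °C, then 30 min room temperature · Measured by – Fluo-8 intracellular calcium dye fluorescence, real-time kinetic reads · Benchmarks – vehicle and agonist controls · Replicates – singlicate, one well per test compound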
* hit, by the source's call; nt = no result given. Compounds as they come; 3.5% or so of the library scored in one or more.

No. | Molecule | OXTR agonist | CHO-K1 Ca antag | V1R ag counter | M1 PAM parental | OXTR potentiator | GPR7 antag | CHO parental Ca | CHO-K1 Ca ag | TAAR1 antagonist
1 | CCn1c(-c2ccccc2)c(C(=O)CC#N)c2ccccc21 | -3.2 | -15 | -1.8 | 19 | -1 | 8 | -17 | 0.3 | -17
2 | CCOC(=O)N1CCC(C(=O)NNC(=O)c2ccc(Cl)cc2Cl)CC1 | 0.7 | 11 | 0.9 | -7 | -2 | 0 | -3 | 0.3 | -20
3 | NC(=O)N/N=C(/CCCCCC/C(=N\NC(N)=O)c1ccccc1)c1ccccc1 | -0.7 | -2 | -0.1 | 5 | -9 | 3 | -20 | 1.1 | 35
4 | CNc1ccccc1C(C)(C)c1cn(-c2ccc([N+](=O)[O-])cc2)nn1 | -1.4 | -16 | -0.2 | 13 | 0 | 9 | -17 | 0.9 | 1
5 | CCCCn1c(SCC(=O)N2CC(=O)Nc3ccccc32)nnc1-c1ccoc1C | 0.1 | -4 | 0.5 | 19 | -4 | -13 | -25 | 0.9 | -15
6 | CC(OC(=O)CCc1nc2ccccc2c(=O)[nH]1)C(=O)NCc1ccc2c(c1)OCO2 (stereo not drawn) | -0.1 | 9 | 1.0 | 5 | 2 | 2 | -15 | 1.5 | 3
7 | CCC(=O)Nc1ccc2c(c1)OCCO2 | -0.1 | -9 | 0.9 | 12 | -11 | 7 | -6 | -0.2 | 13
8 | COc1ccc(NC(=S)N(C(C)C)C2CCN(C(C)C)CC2)cc1Cl | 2.5 | nt | 3.3 | nt | -3 | -3 | -8 | nt | nt
9 | Cc1cccc(-n2c(=S)[nH]c3c(oc4ccccc43)c2=O)c1 | -0.3 | -8 | -0.4 | 19 | -4 | -2 | -9 | 0.7 | 4
10 | Cc1cc(Nc2ncc(Cl)cc2Cl)n(-c2ccccn2)n1 | nt | 4 | nt | -2 | nt | -4 | nt | 0.2 | -7
11 | Nc1c(-c2nn[nH]n2)cnn1-c1cc(Cl)cc(Cl)c1 | 2.6 | -7 | -0.1 | 16 | -2 | -17 | 2 | 0.1 | -13
12 | Cc1nc(NCCc2ccccc2)c(C#N)c(C)c1[N+](=O)[O-] | -2.2 | 9 | -0.7 | -6 | -8 | 4 | -29 | 8.8 | 17
13 | CC(C)(C)c1ccc(S(=O)(=O)N2CCC(c3nc4ccc(Cl)cc4[nH]3)CC2)cc1 | 0.0 | 7 | 1.2 | -4 | -12 | 2 | -14 | 0.1 | 20
14 | Cn1c(CC(=O)Nc2ccccc2)c(Sc2ccccc2)c2ccccc21 | -1.3 | 0 | 1.4 | -2 | -14 | -7 | -10 | 0.1 | 1
15 | C/C=C\C(=O)Nc1cccc(C2=NOC3(C2)C[C@@H](C(N)=O)N(C(=O)c2ccc(OC)cc2)C3)c1 (stereo partly drawn) | 1.4 | nt | 0.8 | nt | 0 | nt | -13 | nt | 7
16 | CCOC(=O)c1c(NC(=O)CSc2nc3cc(Cl)ccc3s2)sc(C(C)=O)c1C | -0.2 | nt | 0.1 | nt | -11 | 7 | -7 | nt | -15
17 | CC(C)c1ccc(C2C3CSCC=C3C(C#N)=C(N)C2(C#N)C#N)cc1 (stereo not drawn) | 0.3 | nt | 1.6 | nt | -14 | -6 | -6 | nt | nt
18 | Cc1ccccc1C(=O)Nc1ccc(S(=O)(=O)NCC2CCCO2)cc1 (stereo not drawn) | nt | -4 | nt | 22 | nt | nt | nt | 9.7 | -3
19 | O=c1[nH]c(=O)c2nc3ccccc3nc2[nH]1 | -0.4 | -13 | 0.2 | 0 | -3 | nt | -9 | 0.4 | -16
20 | CCN1C(=O)N/C(=C/c2ccc(C)o2)C1=O | -0.2 | -8 | -0.1 | 22 | -15 | 1 | -9 | 1.0 | 13
21 | CC(C)CN(C(=O)COC(=O)c1ccc(Br)o1)c1c(N)n(Cc2ccccc2)c(=O)[nH]c1=O | 0.6 | -6 | -0.4 | 15 | -13 | nt | -17 | 0.3 | -18
22 | COc1cccc2sc(N(CCN(C)C)C(=O)/C=C/c3cccs3)nc12 | 5.4 | -9 | 4.7 | 4 | -3 | -5 | -12 | 2.8 | -17
23 | COc1ccc(C(CNC(=O)CCC(=O)c2ccc(C)s2)N2CCOCC2)cc1 (stereo not drawn) | 0.7 | -9 | 1.0 | -5 | -4 | nt | -24 | -0.4 | -8
24 | O=C(N1CCN(c2ccccc2F)CC1)C1(S(=O)(=O)c2ccc(Cl)cc2)CC1 | 0.3 | -14 | 3.7 | 14 | -2 | -1 | -8 | 3.0 | 4
25 | CCC(C)NC(=O)C1CCN(S(=O)(=O)c2ccc3nc4c(c(C(=O)O)c3c2)CCCCC4)CC1 (stereo not drawn) | 0.0 | -1 | -0.3 | -4 | -1 | -3 | -10 | 0.1 | -4
26 | COc1ccc(-c2csc(N3CCN(Cc4ccc5c(c4)OCO5)CC3)n2)cc1 | -0.5 | -18 | 0.2 | 9 | -4 | 4 | -14 | 0.2 | nt
27 | COCC(=O)N(C)C[C@H]1N[C@@](Cc2ccccc2)(C(=O)OC)[C@H]2C(=O)N(C)C(=O)[C@@H]12 | 1.6 | 1 | -0.1 | -11 | 6 | nt | -13 | -0.2 | 11
28 | COc1ccc(/C=N/NC(=O)Cn2c(Cc3ccc(OC)c(OC)c3)nc3ccccc32)cc1 | 0.8 | 2 | 0.9 | 9 | -9 | 1 | -14 | 0.6 | 2
29 | O=C(NCCN1CCC(n2c(=O)[nH]c3ccccc32)CC1)c1ccc(F)c(C(F)(F)F)c1 | nt | -21 | nt | 22 | nt | nt | nt | 4.4 | 17
30 | COc1ccc(N2CCN(C3CCCN(Cc4ccc(F)cc4)C3)CC2)cc1 (stereo not drawn) | -1.2 | -2 | -0.1 | 8 | -8 | -12 | -10 | 1.0 | -10

Ordered by number of heavy atoms (low to high): eleven of the compounds above.
No. | Molecule | OXTR agonist | CHO-K1 Ca antag | V1R ag counter | M1 PAM parental | OXTR potentiator | GPR7 antag | CHO parental Ca | CHO-K1 Ca ag | TAAR1 antagonist
7 | CCC(=O)Nc1ccc2c(c1)OCCO2 | -0.1 | -9 | 0.9 | 12 | -11 | 7 | -6 | -0.2 | 13
20 | CCN1C(=O)N/C(=C/c2ccc(C)o2)C1=O | -0.2 | -8 | -0.1 | 22 | -15 | 1 | -9 | 1.0 | 13
1 | CCn1c(-c2ccccc2)c(C(=O)CC#N)c2ccccc21 | -3.2 | -15 | -1.8 | 19 | -1 | 8 | -17 | 0.3 | -17
2 | CCOC(=O)N1CCC(C(=O)NNC(=O)c2ccc(Cl)cc2Cl)CC1 | 0.7 | 11 | 0.9 | -7 | -2 | 0 | -3 | 0.3 | -20
22 | COc1cccc2sc(N(CCN(C)C)C(=O)/C=C/c3cccs3)nc12 | 5.4 | -9 | 4.7 | 4 | -3 | -5 | -12 | 2.8 | -17
14 | Cn1c(CC(=O)Nc2ccccc2)c(Sc2ccccc2)c2ccccc21 | -1.3 | 0 | 1.4 | -2 | -14 | -7 | -10 | 0.1 | 1
30 | COc1ccc(N2CCN(C3CCCN(Cc4ccc(F)cc4)C3)CC2)cc1 (stereo not drawn) | -1.2 | -2 | -0.1 | 8 | -8 | -12 | -10 | 1.0 | -10
23 | COc1ccc(C(CNC(=O)CCC(=O)c2ccc(C)s2)N2CCOCC2)cc1 (stereo not drawn) | 0.7 | -9 | 1.0 | -5 | -4 | nt | -24 | -0.4 | -8
5 | CCCCn1c(SCC(=O)N2CC(=O)Nc3ccccc32)nnc1-c1ccoc1C | 0.1 | -4 | 0.5 | 19 | -4 | -13 | -25 | 0.9 | -15
6 | CC(OC(=O)CCc1nc2ccccc2c(=O)[nH]1)C(=O)NCc1ccc2c(c1)OCO2 (stereo not drawn) | -0.1 | 9 | 1.0 | 5 | 2 | 2 | -15 | 1.5 | 3
28 | COc1ccc(/C=N/NC(=O)Cn2c(Cc3ccc(OC)c(OC)c3)nc3ccccc32)cc1 | 0.8 | 2 | 0.9 | 9 | -9 | 1 | -14 | 0.6 | 2

Going on with the list:
No. | Molecule | OXTR agonist | CHO-K1 Ca antag | V1R ag counter | M1 PAM parental | OXTR potentiator | GPR7 antag | CHO parental Ca | CHO-K1 Ca ag | TAAR1 antagonist
31 | CN(C(=O)COC(=O)C1CCN(S(=O)(=O)c2ccc3c(c2)OCCO3)CC1)c1ccccc1 | -0.1 | -13 | 0.4 | -1 | -1 | nt | 18 | 2.1 | -20
32 | CC1CN(C)C(C)CC1OC(=O)C(c1ccccc1)c1ccccc1 (stereo not drawn) | 1.3 | -12 | 0.9 | 18 | 2 | nt | -17 | 1.1 | -23
33 | COc1ccccc1NC(=O)CSc1nc(O)cc(=O)n1C | -0.4 | -21 | -0.1 | 20 | -2 | -18 | -10 | 0.4 | -12
34 | COC(=O)[C@H](C)NC(=O)N1CCC(Cc2ccccc2)CC1 | -0.9 | -4 | 0.8 | -1 | -9 | -8 | -2 | 0.2 | -1
35 | COc1ccc(-c2cc(C(F)(F)F)n3nc(C(=O)N4CCOCC4)nc3n2)cc1 | nt | -3 | nt | 2 | nt | 5 | nt | -0.5 | -9
36 | COc1ccc(CCNC(=O)COc2nsnc2N2CCOCC2)cc1OC | 0.5 | -1 | 0.1 | 23 | -3 | -6 | -4 | 0.8 | -1
37 | CC(C)(C)OC(=O)N(CCc1ccccc1)Cc1ccc(OCc2cccc(NC(=O)C3CCCC3)c2)cc1 | nt | 8 | nt | 5 | nt | nt | nt | 5.9 | 8
38 | COc1ccc(Cn2c(=O)c3c(nc(NCCO)n3C)n(C)c2=O)cc1 | -0.1 | -3 | 0.4 | 13 | -1 | -14 | -21 | 0.0 | -17
39 | CCOc1ccc(C2C(C#N)=C(N)N(N(C)C)C3=C2C(=O)CC(C)(C)C3)cc1 (stereo not drawn) | 0.5 | -3 | -0.3 | 15 | -8 | -5 | -12 | 0.3 | -11
40 | CC(=O)N1c2ccc(S(=O)(=O)NCCC(=O)NC3CCC(C)CC3)cc2CC1C (stereo not drawn) | 1.0 | -5 | 1.5 | 10 | -4 | -6 | -9 | 2.7 | -17
41 | N#Cc1cccc(S(=O)(=O)Nc2c(NC3CCCCC3)c3ccccc3oc2=O)c1 | -0.8 | -11 | 1.7 | 16 | -7 | -3 | -24 | 11 | nt
42 | COc1cccc(NC(=O)Nc2cc(NC(=O)Nc3cccc(OC)c3)c(C)nc2C)c1 | -1.3 | -10 | 1.2 | 18 | -1 | -3 | 2 | 1.3 | -12
43 | COc1ccccc1C(=O)NCC(=O)OCc1csc(-c2ccccc2)n1 | 0.0 | -9 | 3.3 | 15 | -7 | 9 | -16 | 4.5 | 7
44 | COC(=O)c1sccc1NC(=O)COc1ccc(Cl)cc1 | -2.5 | -3 | 0.3 | 3 | -10 | -9 | -34 | -0.2 | -1
45 | CCOC(=O)C1=CCN(S(=O)(=O)c2ccccc2C)C1c1cccc(C)c1 (stereo not drawn) | nt | 8 | nt | -4 | nt | nt | nt | 0.0 | 16
